Screens: PubChem BioAssay, Broad Institute
ARNT-TACC3 inh: disruptors of ARNT/TACC3 protein interaction, primary screen, biochemical, AlphaScreen, single concentration. Transforming acidic coiled-coil-containing protein 3 (Homo sapiens), Q9Y6A5. AlphaScreen His-ARNT PAS-B/GST-TACC3 binding, luminescence; TACC3 fragment carries E629A point mutation. inhibition, % at 9.99 µM. 0.66% of 390,000 active. AID 623870, 2012;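 active means mean inhibition of replicates at least 50% and at least half of replicates each reaching 50%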;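 further: 0% = complete ARNT plus TACC3 wells and 100% = ARNT alone without TACC3; many hits fall short of the cut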
C2C12 statin: suppressors of statin myotoxicity in C2C12 myotubes, primary screen, cell-based, single point, plate reader; C2C12 myotubes + simvastatin, ATP luminescence, 48 h; scaled: DMSO 0, geranylgeraniol control 100; rescue of ATP level, % at 7.49 µM; 0.78% of 330,000 active; AID 602340, 2012;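 active means mean ATP rescue above about 67%, or every replicate alone reaching that limit, limit read from the data, passing the limit was not always enough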;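 further: myotubes were challenged with 10 µM simvastatin during compound exposure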
GSIS activator: GLuc luminescence reporter in INS-1E cells, primary screen for activators of glucose-dependent secretion of insulin | INS-1E GLuc reporter insulin secretion, 2-3 h | activation, % at 16.6 µM | 0.61% of 370,000 active;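 active means lowest replicate activation of at least 40%, so every replicate reaches that level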;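 further: 0% = median of neutral control wells and 100% = median of IBMX positive control wells; some compounds called inactive have numbers as strong as hits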
PglD inh: C. jejuni PglD acetyltransferase inhibitors, primary screen, biochemical, DTNB colorimetric, single point; purified PglD enzyme, DTNB colorimetric CoA detection; 0.098% of 360,000 active; inhibition, % at 12.5 µM; UDP-N-acetylbacillosamine N-acetyltransferase PglD (Campylobacter jejuni); in the data active means inhibition above about 16%, passing the limit was not always enough; further: strong numbers were not always called active
LGR2 inh: inhibitors of bursicon-induced LGR2 CRE-luciferase signal, primary screen, cell-based, HEK293, CRE-luciferase reporter, bursicon stimulation; bursicon-stimulated, 4 h; inhibition, % at 9.99 µM; 0.35% of 380,000 active; AID 720647, 2013;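 active means drop in luminescence signal, shown as inhibition above about 50% in the replicate tests, limit read from the data, passing the limit was not always enough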;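 further: agonist challenge used bursicon conditioned medium at about half maximal strength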
Cneo AK release: Cryptococcus neoformans cell lysis inducers, primary screen, AK release luminescence, single concentration; C. neoformans lysis, adenylate kinase release luminescence, 4 h; normalised: neutral wells 0, clomiphene wells 100; 0.2% of 360,000 active; lysis activity, % at 15 µM;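 active means mean lysis activity across replicates of at least 80%, whatever share of replicates individually reach that level; inactive means mean lysis activity below 80%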
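Signal: Adenylate kinase release luminescence | Assay system: Log-phase Cryptococcus neoformans yeast cells | Input: Cells at 5 × 10^6 per mL | Buffer or medium: Fresh YPD growth medium | Compound: Single dose | Schedule: Static 4 h at 37 °C with compound, 1 h detection | Controls: Clomiphene | Read-out: Luminescence rise reflecting yeast cell lysis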
PGC1a acetyl inh: inhibitors of PGC1a acetylation signal, primary screen, cell-based, U2OS, AlphaScreen, inhibitor mode; AlphaScreen anti-acetyl-lysine; with virally co-expressed GCN5 acetyltransferase; inhibition, % at 15.6 µM; 0.17% of 350,000 active; AID 651687, 2012;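 active means every replicate shows inhibition of at least 40%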;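 further: 0% = neutral control wells and 100% = positive control wells; some results beyond the cut were filed as inactive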
PAX8 reporter: inhibitors of PAX8-driven TPO luciferase reporter, primary screen, RMG-I cells, single concentration | 1.2% of 360,000 active | AID 652154, 2013 | inhibition, % at 12.6 µM | SteadyGlo, 24 h;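 active means mean replicate inhibition at least 60% with every replicate also reaching 60%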;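 further: luciferase light reporting Pax8 driven TPO promoter activity; plate controls were median of neutral control wells for no effect and mitoxantrone controls for full effect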
The depositor's hits bear a star; · = no result given. Compounds as they come; any-hit rate near 2.9%.

Below each SMILES: C2C12 statin	ARNT-TACC3 inh	PAX8 reporter	PGC1a acetyl inh	PglD inh	GSIS activator	Cneo AK release	LGR2 inh
- C[C@H](CO)N1C[C@H](C)[C@H](CN(C)C(=O)NC2CCCCC2)OCCCC[C@H](C)Oc2ccc(NS(=O)(=O)c3cn(C)cn3)cc2C1=O
  -20	-4	-9	·	5	-2	90*	31
- COc1ccc(C(=O)COC(=O)c2ccn(C)n2)cc1
  5	-2	-87	7	-4	20	-2	-7
- CCOc1ccc(N2C(=O)C3ON(c4ccccc4)C(c4ccco4)C3C2=O)cc1 (stereo not drawn)
  ·	-2	-2	·	·	-4	·	0
- CCCCn1c(N)c(N(CC(C)C)C(=O)C2CC(=O)N(CCc3ccccc3)C2)c(=O)[nH]c1=O (stereo not drawn)
  ·	-2	8	·	·	7	0	-4
- CC(C)Oc1ccc(C(=O)OCC(=O)N2CCCc3ccccc32)cc1
  0	3	0	·	-4	-45	5	11
- CCN(CC)S(=O)(=O)c1ccc(Cl)c(C(=O)NCc2ccccc2Cl)c1
  15	·	9	-17	12	·	1	·
- Cc1onc(C(=O)N2CCN(c3ccccc3)CC2)c1[N+](=O)[O-]
  2	15	15	3	3	3	2	-10
- COc1cccc(CN(C)C(=O)c2ccc(NC(=O)CC3SC(N4CCCCC4)=NC3=O)cc2)c1OC (stereo not drawn)
  7	-2	11	4	-1	-4	0	17
- COc1ccc2cc(C(N)=O)c(=Nc3ccc(C)cc3)oc2c1
  ·	-1	-26	·	·	22	·	-13
- Cc1cc(C)n2c(Br)c(CSc3nc4ccccc4s3)nc2n1
  -1	-3	·	-4	-2	28	0	-43
- CC(=O)Nc1n[nH]c(-c2ccc(C)cc2)c1C
  2	-5	-23	2	-1	3	0	8
- COC(=O)C(O)(CC(=O)Nc1cc(Cl)ccc1Cl)C(F)(F)F (stereo not drawn)
  ·	-5	·	-4	3	·	6	·
- O=C(c1cc(Br)ccc1Cl)N1CCCC1
  ·	1	8	-15	·	17	·	-14
- Cc1cccc(NC(=O)CN2C(=S)NC(C)(C)CC2C)c1 (stereo not drawn)
  ·	-4	-24	·	-4	-7	-2	-9
- Cc1onc(-c2ccccc2)c1C(=O)N(CC(C)C)c1c(N)n(CC(C)C)c(=O)[nH]c1=O
  -8	-5	-5	5	0	-20	0	8
- COc1ccccc1C(=O)N1C[C@@H]2[C@H](c3ccccc31)[C@@H](CO)N2Cc1ccc(F)cc1
  -8	4	17	-8	-3	-8	-2	-5
- CC1CCCN(C/C=C/c2ccccc2[N+](=O)[O-])C1 (stereo not drawn)
  -22	5	·	-11	·	6	·	·
- C/C=C/c1cnc2c(c1)C(=O)N([C@H](C)CO)C[C@H](C)[C@H](CN(C)C(=O)C1CC1)O2
  -11	·	·	-7	·	2	·	14
- NC(=O)CC(NC(=O)c1ccc(Br)cc1)c1ccc(N2CCCCCCC2)c([N+](=O)[O-])c1 (stereo not drawn)
  11	-1	39	-10	-4	20	-1	-12
- Cc1cn(CC(=O)NCc2ccc(N(C)C)cc2)c(=O)[nH]c1=O
  1	1	-23	11	1	6	0	-8
- COc1ccc(N2CC(C)Cn3c2nc2c3c(=O)n(Cc3ccccc3)c(=O)n2C)c(OC)c1 (stereo not drawn)
  -12	10	25	5	2	-34	-9	5
- Cc1ccc(NC(=O)CN(C)C(=O)CSc2nc(C)cs2)cc1
  ·	-8	14	-1	·	-2	·	14
- COc1ccc(C(=O)/C=C/C(=O)N(CC(=O)NC2CCCCC2)CC2CCCO2)c(O)c1 (stereo not drawn)
  ·	-13	82*	·	·	78	·	104*
- COc1cccc(OC)c1C(=O)Nc1c(C(=O)N2CCN(c3ccccn3)CC2)oc2ccccc12
  -5	-10	-5	-8	8	-28	-7	-14
- COc1ccc(S(=O)(=O)N2CCN(C(=O)CCNC(=O)c3ccccc3Cl)CC2)cc1
  -2	25	-3	·	1	3	0	0
- Cc1ccc2sc(N(CCCN(C)C)C(=O)c3ccc(S(=O)(=O)N4CCOCC4)cc3)nc2c1C
  -12	5	-13	8	-3	-14	1	-9
- CSCCC(NS(=O)(=O)c1ccccc1F)C(=O)N1CCCCCCC1 (stereo not drawn)
  -2	3	7	7	7	2	0	11
- CC(C)(C)c1ccc(Cn2nnc3c(=O)[nH]c(C4CCCN(C(=O)Cc5cccs5)C4)nc32)cc1 (stereo not drawn)
  60	4	·	-5	-2	-36	1	16
- Cc1cc(/C=C(\C#N)C(=O)NCc2ccco2)c(C)[nH]1
  -10	-14	·	-8	·	·	1	·
- CCNc1nc(NCC)nc(N(n2cnnc2)S(=O)(=O)c2ccc(C)cc2)n1
  ·	8	3	·	·	54	·	-14
- COc1ccc(-c2cn[nH]c2-c2ccc(OCc3ccc(F)cc3)cc2O)cc1OC
  ·	0	25	1	2	-46	1	-2
- COc1ccc(NC(=O)Cc2coc3cc(C)ccc23)cc1S(=O)(=O)N1CCOCC1
  11	-5	-10	2	-1	-3	-2	-6
- CCC(=O)N1[C@@H]2c3ccc(/C=C/c4ccccc4)c(=O)n3C[C@H]1[C@H](CO)[C@H]2C(=O)N1CCOCC1
  1	-7	-4	·	-7	-3	-5	-8
- COc1cc(/C=N/n2cnnc2-n2nc(C)cc2C)cc([N+](=O)[O-])c1O
  7	0	-16	-2	-5	-2	3	-3
- C[C@H](CO)N1C[C@H](C)[C@H](CN(C)C(=O)C2CCC2)Oc2cc(C3=CCCCC3)ccc2S1(=O)=O
  19	-1	·	1	-1	0	5	-4
- COc1ccc(/C=N/S(=O)(=O)c2ccc(C)cc2)cc1
  ·	8	-12	3	2	32	0	3
- CN1C(=O)/C(=C/c2ccc(OCc3ccc(C(=O)O)cc3)c(Cl)c2)NC1=S
  -9	17	19	·	1	1	0	-16
- CCN(C[C@H]1[C@@H](c2ccccc2)[C@@H](CO)N1C(=O)COC)S(C)(=O)=O
  6	8	0	7	-5	5	7	-13
- CC(C)COc1cccc(C(=O)Nc2cc(S(=O)(=O)N3CCOCC3)ccc2N2CCCC2)c1
  -19	2	18	-9	-5	-5	-2	30
- CCC(C)Nc1nnnc2c1sc1nc3c(cc12)COC(C)(C)C3 (stereo not drawn)
  -8	-3	21	-13	-5	-7	0	-25

Reprinted at random: 2 entries already listed.
Below each SMILES: C2C12 statin	ARNT-TACC3 inh	PAX8 reporter	PGC1a acetyl inh	PglD inh	GSIS activator	Cneo AK release	LGR2 inh
- Cc1cc(/C=C(\C#N)C(=O)NCc2ccco2)c(C)[nH]1
  -10	-14	·	-8	·	·	1	·
- CSCCC(NS(=O)(=O)c1ccccc1F)C(=O)N1CCCCCCC1 (stereo not drawn)
  -2	3	7	7	7	2	0	11

Remaining list, next part.
Below each SMILES: C2C12 statin	ARNT-TACC3 inh	PAX8 reporter	PGC1a acetyl inh	PglD inh	GSIS activator	Cneo AK release	LGR2 inh
- O=C(CN1C(=O)NC2(CCCC2)C1=O)Nc1cccc(Cl)c1Cl
  1	-1	13	-2	·	8	·	23
- Cc1ccccc1NC(=O)c1c(C)nn(-c2ccccc2)c1Cl
  -6	-5	-74	·	2	10	2	-3
- Cc1cc(C)cc(CC2CC(=O)N(c3ccc([N+](=O)[O-])cc3)C2=O)c1 (stereo not drawn)
  0	6	-4	9	4	·	-11	·
- CCCCn1c(SCC(=O)Nc2cc(C)on2)nnc1-c1cccnc1
  -2	3	·	-7	·	12	-1	4
- O=C(COc1ccc2c3c(c(=O)oc2c1)CCC3)NCC(O)c1ccccc1 (stereo not drawn)
  10	-4	-16	-2	0	-3	2	3
- Cc1cc(C)c2oc(C(=O)NCc3ccccc3)cc(=O)c2c1
  1	-2	-20	·	-4	8	-2	-22
- O=C(C1CCCC1)N1CC(=O)N2[C@H](C1)[C@@H](c1ccc(Br)cc1)[C@@H]2CO
  ·	·	-12	-11	·	4	·	-7
- Cc1ccc(NC(=S)N(CCN2CCOCC2)Cc2ccccc2F)cc1
  0	-6	-7	-2	-2	-10	0	16
- Cc1ccc(S(=O)(=O)Nc2cccc3c2O[C@@H](CN(C)S(=O)(=O)c2ccc(Cl)cc2)[C@@H](C)CN([C@H](C)CO)C3=O)cc1
  ·	·	-10	4	·	-13	·	5
- COc1cc2[nH]c(C(=O)NCc3ccccc3)cc2c(OC)c1OC
  4	27	-11	-5	3	-5	-2	2
- CCOC(=O)COc1ccc2c3c(c(=O)oc2c1)CCCC3
  1	2	-13	-1	1	·	-1	·
- Nc1nc(N)c2cc(Sc3ccc(Cl)cc3)ccc2n1
  -3	·	-19	39	-4	187*	-7	0
- CCOc1ccc(OCC)c(NC(=O)C2CCN(c3ncccn3)CC2)c1
  3	·	-2	-15	6	·	1	·
- COc1cccc(NC(=O)N2C[C@@H](O)COC[C@H]3O[C@H](CC(=O)NC4CCC4)CC[C@@H]32)c1
  3	·	8	3	9	5	-2	-13
- CC(=O)N=c1c(C#N)cc2c(=O)n3ccccc3nc2n1Cc1ccccc1
  -4	-2	·	0	-1	15	0	-21
- CSCCC(Nc1ccc(S(=O)(=O)N2CCOCC2)cc1[N+](=O)[O-])C(=O)OCC(=O)NCC(C)C (stereo not drawn)
  3	·	-1	-4	·	-15	·	-27
- COc1ccc(-c2nc(-c3ccccc3OC)no2)cc1OC
  -2	-5	·	-3	0	·	-2	·
- COc1cc(OC)cc(C(=O)NC(C(=O)N2CCC2)C(C)C)c1 (stereo not drawn)
  4	-1	-4	2	2	4	0	1
- O=C(c1sccc1Br)N1CCN(Cc2ccc3c(c2)OCO3)CC1
  -1	3	-9	17	5	23	-3	0
- O=S(=O)(NCCCN1CCOCC1)c1ccc(Cl)s1
  ·	-5	0	0	·	9	·	4
- O=C(NN1C(=O)c2ccccc2C1=O)C1CC2CCC1C2 (stereo not drawn)
  5	-19	23	·	·	12	·	12
- CCn1c(CNc2ccc(F)cc2)nnc1SCC(=O)N1CCCc2ccccc21
  -18	3	21	1	0	·	-2	·
- Cc1ccc2oc(=O)c(/C=C(\O)C(C)(C)C)nc2c1
  ·	7	37	-8	·	-2	·	2
- CN1CCN(C(=O)c2ccc(-c3ccc(Br)cc3)o2)CC1
  -8	6	-200	9	-1	6	-3	-58
